Source: PubChem
KCNK9 block – inhibitors of human KCNK9 two-pore domain potassium channel. HEK293 KCNK9, FluxOR thallium flux fluorescence; hits give low values. B-score at 10 µM. 310,000 compounds, 1.2% hits. AID 488922;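 active = ratio B-score over 3 SD below the library mean, with starting fluorescence within 5 SD of its mean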;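 note: negative B-score means less thallium flux so channel inhibition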
Target sequence (Q9NPC2 whole entry, looked up, the tested form may be a part): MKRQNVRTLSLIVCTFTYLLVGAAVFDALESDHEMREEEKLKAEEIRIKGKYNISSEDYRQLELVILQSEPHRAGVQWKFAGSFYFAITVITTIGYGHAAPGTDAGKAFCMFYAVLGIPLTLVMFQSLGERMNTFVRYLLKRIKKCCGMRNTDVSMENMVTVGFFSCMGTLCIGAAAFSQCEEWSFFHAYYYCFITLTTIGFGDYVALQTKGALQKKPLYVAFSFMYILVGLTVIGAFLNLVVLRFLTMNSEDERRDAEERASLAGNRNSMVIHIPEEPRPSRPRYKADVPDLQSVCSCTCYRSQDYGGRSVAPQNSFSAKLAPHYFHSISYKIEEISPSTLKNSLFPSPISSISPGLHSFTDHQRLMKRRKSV
PolyA inhibitor – yeast polyadenylation inhibition. S. cerevisiae SKY197-pL101 polyadenylation reporter, beta-gal luminescence; efflux-impaired pdr1/pdr3 knockout yeast; score 100 = 6 SD above DMSO. calls only at 12 µM. 300,000 compounds, 0.02% hits;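 active = lowest replicate activity score at least 50, where 100 means six control SD above control mean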;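 note: yeast exposed to compound for 9 h at 30 °C; higher score means more reporter readthrough which indicates perturbed polyadenylation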
TRPC4 potent – allosterically enhances the mouse TRPC4 cation channel. Q9QUQ5. B-score at 10 µM. 310,000 compounds, 0.42% hits. AID 2227. HEK293 TRPC4beta/mu-opioid, DAMGO EC20, Fluo-4 Ca2+ flux; hits give high values;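 active = B-score of calcium response area above 5 SD of library B-scores, with initial fluorescence ratio within 5 SD of library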;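 note: B-score of integrated fluorescence ratio over time as area under calcium response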
KCNQ1 pot – potentiates or activates the human KCNQ1 potassium channel. P51787. 310,000 compounds, 0.35% hits. CHO-K1 KCNQ1, thallium flux FluxOR fluorescence; hits give high values. B-score at 10 µM;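 active = fluorescence ratio B-score, a plate-corrected score, at least three library SD, with initial intensity B-score within 5 SD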
Target sequence (P51787 whole entry, looked up): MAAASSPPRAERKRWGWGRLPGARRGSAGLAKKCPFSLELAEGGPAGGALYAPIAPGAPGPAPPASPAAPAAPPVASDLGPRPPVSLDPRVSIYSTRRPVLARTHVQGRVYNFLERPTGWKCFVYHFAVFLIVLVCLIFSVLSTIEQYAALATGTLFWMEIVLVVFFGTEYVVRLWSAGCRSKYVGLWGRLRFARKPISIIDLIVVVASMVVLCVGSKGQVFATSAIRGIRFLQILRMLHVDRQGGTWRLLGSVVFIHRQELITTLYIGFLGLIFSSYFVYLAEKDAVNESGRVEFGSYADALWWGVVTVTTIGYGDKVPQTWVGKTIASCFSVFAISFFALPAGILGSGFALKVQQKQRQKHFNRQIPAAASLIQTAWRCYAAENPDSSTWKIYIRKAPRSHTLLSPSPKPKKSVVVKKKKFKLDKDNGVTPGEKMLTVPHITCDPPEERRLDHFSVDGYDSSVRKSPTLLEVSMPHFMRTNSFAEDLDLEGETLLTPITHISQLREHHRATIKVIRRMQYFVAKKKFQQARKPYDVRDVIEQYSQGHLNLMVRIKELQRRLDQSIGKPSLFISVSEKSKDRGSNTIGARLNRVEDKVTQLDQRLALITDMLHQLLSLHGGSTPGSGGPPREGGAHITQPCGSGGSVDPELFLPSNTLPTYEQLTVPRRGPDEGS
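assay system = KCNQ1-transfected CHO-K1 cells | medium = assay buffer with matched DMSO | probe or stimulus = depolarizing K+/Tl+ stimulus, K2SO4 and Tl2SO4 each 12.5 mM in 5x stock | dosing = single dose | incubation = dye 90 min, compound 20 min, room temperature | detection = kinetic FluxOR fluorescence, 10 s baseline plus 110 s post-stimulus | evaluation = ratio B score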
KCNK3 block – human KCNK3 channel inhibition, primary screen; CHO-KCNK3 thallium flux, FluxOR fluorescence; hits give low values; 340,000 compounds, 0.84% hits; O14649; AID 602410; B-score at 10 µM;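 active = B-score under library mean minus 4 SD, starting fluorescence ratio at most library mean plus 5 SD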;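 note: more negative B-score means stronger inhibition of thallium flux through KCNK3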
hERG protect – shields human hERG channel from block by proarrhythmic agents; activation (rescue from dofetilide block), less the hit threshold, % at 10 µM; 310,000 compounds, 0.51% hits; CHO-hERG, FluxOR thallium flux, dofetilide IC70 present;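 active = activation above the mean of controls blocked by dofetilide plus 5 SD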;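 note: thallium influx through hERG after potassium depolarization seen as dye fluorescence rise; in these data hits start at about 4.7%; inactives centre near -7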
TRPC4 inh – TRPC4 (mouse) channel inhibition; B-score at 10 µM; Q9QUQ5; AID 2247; HEK293 TRPC4beta/mu-opioid, DAMGO-evoked Fluo4 calcium flux; hits give low values; 300,000 compounds, 0.39% hits;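 active = B-score over 3 SD under the library average, no early fluorescence shift, positive overall ratio signal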
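Assay system: HEK293 cells with stable TRPC4beta plus mu-opioid receptor expression. Dosing: single dose. Measured by: Fluo4 Ca2+ flux fluorescence. Also added: DAMGO in two steps, submaximal then maximal. Read-out: B score from integrated Fluo4 fluorescence ratio.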
TRPC4 agonist – TRPC4 (mouse) channel activation. HEK293 TRPC4beta/mu-opioid, Fluo4 calcium fluorescence; hits give high values. AID 2237. B-score at 10 µM. 310,000 compounds, 0.49% hits;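 active = B-score above 5 SD of library B-scores, and initial fluorescence ratio not above library mean plus 5 SD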;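 note: positive B-score marks a calcium rise read as TRPC4 activation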
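system = HEK293 cells stably co-expressing mouse TRPC4beta and mu-opioid receptor | schedule = Fluo4 dye loading 45 min at room temperature, 110 s recording | measure = B-scored integrated calcium fluorescence ratio | signal = Fluo4 calcium-sensitive dye fluorescence, kinetic, 1 Hz baseline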
Dyrk1A ADPGlo – Dyrk1A (rat) kinase inhibition | ADP-Glo luminescence, NFATc1 peptide | inhibition, % at 12.5 µM | 310,000 compounds, 0.43% hits | AID 504441; in the data active = inhibition above about 50%;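 note: plate controls were vehicle with enzyme for no effect and no enzyme for full effect; many of its hits are not listed in these tables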
Platelet DG rel – modulates dense granule release in human platelets; human platelet-rich plasma, SFLLRN dense granule ATP release, luminescence; inhibition, %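 (compounds screened at 7.5 µM in platelet-rich plasma)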; 300,000 compounds, 0.22% hits; AID 1663;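 active = mean replicate score, as percent of positive control, at or above 50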
KCNQ1 inh – inhibitors of human KCNQ1 potassium channel; P51787; AID 2642; 310,000 compounds, 1.3% hits; B-score at 10 µM; CHO-K1 KCNQ1, FluxOR thallium flux fluorescence; hits give high values;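 active = compounds whose thallium flux B-score, printed positive for inhibition, exceeds three library SD while starting fluorescence stays within three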;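 note: channel opened by potassium depolarization with thallium stimulus after 20 min compound exposure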
Starred values were filed as active, the others as inactive; i = inactive; . = no result given.

smiles,KCNK9 block,PolyA inhibitor,TRPC4 potent,KCNQ1 pot,KCNK3 block,hERG protect,TRPC4 inh,TRPC4 agonist,Dyrk1A ADPGlo,Platelet DG rel,KCNQ1 inh
COc1ccc2c(c1)O[C@@H](c1cccc(C(F)(F)F)c1)[C@H](O)C2=O,i,i,i,i,i,-3,i,i,1,4,i
Cc1ccc(C(=O)NCC(=O)O)cc1S(=O)(=O)N1CCCCC1,i,i,i,i,i,-3,i,i,3,-3,i
CC(OC(=O)c1ccc2ncsc2c1)C(=O)Nc1ncc(Cl)cc1Cl (centres undefined),i,i,i,i,i,-5,i,i,3,-5,i
Cc1cc2cc(CNC(=O)c3ccc(S(=O)(=O)N4CCOCC4)cc3)ccc2[nH]1,i,i,i,i,i,-6,i,i,-2,-4,i
Cc1c(Cl)cccc1NC(=O)c1ccc(-n2ccnc2)nc1,i,i,i,i,i,-12,i,i,0,1,i
CSc1nnc(C)c(=O)n1COC(=O)c1ccc([N+](=O)[O-])cc1,i,.,i,i,i,-12,i,i,3,-7,i
CCOc1ccccc1CN1CCN(Cc2c[nH]c3ccccc23)CC1CCO (centres undefined),i,i,i,i,i,-7,i,i,7,-3,i
COc1ccc(C(O)P(=O)(OC2CCCCC2)c2ccc(N(C)C)cc2)cc1OC (centres undefined),i,i,i,i,i,-14,i,i,2,1,i
Cc1ccc(C(=O)N2CCN=C2SCc2ccc([N+](=O)[O-])cc2)cc1,i,i,i,i,i,-8,i,i,-2,-16,i
COc1cc(C(=O)Nc2ccc(NC(C)=O)cc2)ccc1OCc1ccccc1,i,i,i,i,i,-3,i,i,.,-1,i
COc1ccc(OC)c(S(=O)(=O)N/N=C(/C)c2ccc3c(c2)OCO3)c1,i,i,i,i,i,-10,i,i,0,-2,i
Cc1ncc(CN2CCC(N3CCC(C(=O)N4CCCC4)CC3)CC2)s1,i,i,i,i,i,-11,i,i,-5,55*,i
Cc1nc(CCNC(=O)c2cccs2)cs1,i,i,i,i,i,-3,i,i,4,-2,i
COc1ccc(C)cc1S(=O)(=O)N(CC(=O)NC1CCCC1)c1ccc(F)cc1,i,i,i,i,i,-10,i,i,3,-2,i
C=CCOC(=O)C(C#N)c1nc2ccccc2nc1N1CCN(c2ccccc2OC)CC1 (centres undefined),i,i,i,i,i,-15,i,i,5,1,i
COC(CNC(=O)Cn1nc(Cc2ccncc2)c2ccccc2c1=O)OC,i,i,i,i,i,-7,i,i,1,14,i
O=C(NCc1ccccn1)C1Nc2ccc(OC(F)(F)F)cc2C2C=CCC12 (centres undefined),i,i,i,i,i,-6,i,i,.,-18,i
O=C(Nc1ccc(N2CCOCC2)c(Cl)c1)c1ncn[nH]1,i,i,i,i,i,1,i,i,-26,0,i
CCOc1cccc(C(c2c(C)n(C)n(-c3ccccc3)c2=O)c2c(C)n(C)n(-c3ccccc3)c2=O)c1OC,i,.,i,i,i,-9,i,i,-3,1,i
O=C(OC1CCOC1=O)c1ccc(CO)cc1 (centres undefined),i,i,i,i,i,-4,i,i,-2,9,i
COc1ccccc1N1CC(C(=O)OCC(=O)Nc2c(C)cccc2C)CC1=O (centres undefined),i,i,i,i,i,-5,i,i,-1,0,i
O=C(Nc1cccc2ccccc12)c1ccc(OC(=S)N2CCOCC2)cc1,i,i,i,i,i,-7,i,i,1,1,i
NS(=O)(=O)c1ccc(N2CCCC2=O)c([N+](=O)[O-])c1,i,i,i,i,i,-2,i,i,-5,5,i
COC(=O)CN1C(=O)N(c2ccccc2)C(N(O)C(=O)Nc2ccccc2)C1(C)C (centres undefined),i,i,i,i,i,-12,i,i,3,0,i
C=CCN1C(=O)c2ccc(C(=O)N(CCC)CC(=O)Nc3ccccc3C)cc2C1=O,i,i,i,i,i,-7,i,i,-4,4,i
Cc1nn(-c2ccccc2)c(C)c1C(=O)OCC(=O)NC12CC3CC(CC(C3)C1)C2,i,i,i,i,i,-13,i,i,10,1,i
COCCN(CCOC)S(=O)(=O)c1ccc(NC(=O)c2cnccn2)cc1,i,i,i,i,i,-8,i,i,-1,-6,i
Cc1oc(-c2ccccc2Cl)nc1CN1CCCC1c1ccc(F)cc1 (centres undefined),i,i,i,i,i,-12,i,i,8,6,i
O=C(NC1CC1)c1nc2c(nnn2Cc2ccccc2Cl)c(=O)[nH]1,i,i,i,i,i,2,i,i,0,6,i
CC1(NC(=O)C2CCCCC2)CCS(=O)(=O)C1 (centres undefined),i,i,i,i,i,-10,i,i,-2,3,i
CCN(CC(=O)NCc1ccc(Cl)cc1)C(=O)c1cnc(Cl)c(Cl)c1,i,i,i,i,i,-8,i,i,-4,-12,i
CCOC(=O)c1c(C)[nH]c(C(=O)OCc2csc(CC(=O)Nc3ccccc3C)n2)c1C,i,i,i,i,i,-15,i,i,-8,18,i
Cc1nc(N)sc1C(=O)N/N=C/c1ccco1,i,i,i,i,i,-6,i,i,2,10,i
CC(C)CCNC(=O)C(C)N(C(=O)Cn1nnc(-c2ccc(F)cc2)n1)C1CCCC1 (centres undefined),-8.6*,i,i,i,-9.2*,-16,i,i,4,-3,i
COc1cc(OC)c(NC(=S)Nc2cccc(C(C)=O)c2)cc1Cl,i,i,i,i,i,-2,i,i,7,1,i
CCOC(=O)CSCC(=O)Nc1nnc(-c2cccc([N+](=O)[O-])c2)s1,i,i,i,i,i,-11,i,i,4,-1,i
O=C(CCS(=O)(=O)Cc1ccccc1)NCCc1ccccc1,i,i,i,i,i,-7,i,i,.,-1,i
CCc1nc(SCC(=O)OC)c2c3c(sc2n1)COC(C)(C)C3,i,i,i,i,i,-11,i,i,-4,-4,i
CC(=O)c1cccc(CN2CCN(CCC(C)C)C(CCO)C2)c1 (centres undefined),i,i,i,i,i,-12,i,i,-1,4,i
NS(=O)(=O)c1ccc(CCNCc2cc(Cl)ccc2OCc2ccccc2)cc1,i,i,i,i,i,-20,i,i,-2,3,i
COC(=O)c1n[nH]nc1-c1ccccc1,i,i,i,i,i,-6,i,i,-3,-4,i
O=c1cnc2ccccc2n1Cc1ccc(Br)cc1,i,i,i,i,i,-5,i,i,18,-2,i
Cn1ccnc1Sc1nc(Nc2cccc(Cl)c2)nc(N2CCOCC2)n1,i,i,i,i,i,-5,i,i,3,3,i
CCC(C)[C@H]1CNCCN1CCc1cccc2ccccc12 (some centres undefined),i,i,i,i,i,-6,i,i,51*,0,i
COc1ccc(OC)c(NC(=O)c2ccc(CN3CCOCC3)cc2)c1,i,i,i,i,i,-4,i,i,-1,3,i
C=CCNC(=O)c1ccc(N(Cc2ccc(Cl)cc2)S(C)(=O)=O)cc1,i,i,i,i,i,-10,i,i,10,5,i
Cc1ccc2[nH]c(C(=O)NCCN3CCCC3)cc2c1,i,i,i,i,i,-3,i,56*,-4,9,i
COc1ccc(S(=O)(=O)NC(C)C(=O)NC2CC2)cc1C (centres undefined),i,i,i,i,i,-4,i,i,2,-2,i
COCCOc1ccc(C(F)(F)F)cc1NC(=O)c1ccccc1,i,i,i,i,i,-14,i,i,-2,-8,i
CCOC(=O)/C(C#N)=N/Nc1ccccc1C#N,i,i,i,i,i,-15,i,i,0,-3,i
Cc1cccc(NC(=O)C2CCCN(c3ncnc4c3nc3n4CCCCC3)C2)n1 (centres undefined),i,.,i,i,i,-23,i,i,5,9,i
COc1ccc(NC(=O)CSc2nnc(-c3ccncc3)n2CC2CCCO2)c(OC)c1 (centres undefined),i,i,i,i,i,-8,i,i,5,1,i
COc1ccc(CCNC(=O)CCC(=O)NC2CCCC(C)C2C)cc1OC (centres undefined),i,i,i,i,i,-5,i,i,.,9,i
COc1cccc2c(=O)n(CC(=O)Nc3ccccc3F)ccc12,i,i,i,i,i,-12,i,i,2,-15,i
CCc1ccc(C2NC(=O)c3ccccc3O2)cc1 (centres undefined),i,i,i,i,i,-7,i,i,-2,0,i
O=C(Nc1nccs1)C1CCCN1S(=O)(=O)c1ccc(F)cc1 (centres undefined),i,i,i,i,i,-6,i,i,-2,-8,i
c1ccc2c3nnc4n(c-3nc2c1)CCCS4,i,i,i,i,i,-2,i,i,6,-13,i
CN(N)c1nc(C(F)(F)F)nc2ccccc12,i,i,i,i,i,-6,i,i,0,1,i
COC(=O)c1cc(S(=O)(=O)N2CCCC(C)C2)c[nH]1 (centres undefined),i,i,i,i,i,-6,i,i,-5,6,i
CCc1ccccc1NC(=O)CN(C)C(=O)CSc1nn(-c2ccccc2)c(=S)s1,i,i,i,i,i,-7,i,i,-2,-2,i
Cc1cc(C)n2nc(C(=O)OCC(=O)Nc3ccc4c(c3)OCO4)nc2n1,i,i,i,i,i,-5,i,i,-7,1,i

Reformatted: entries from further up.
Cc1ccc2[nH]c(C(=O)NCCN3CCCC3)cc2c1
  KCNK9 block: i	PolyA inhibitor: i	TRPC4 potent: i	KCNQ1 pot: i	KCNK3 block: i	hERG protect: -3	TRPC4 inh: i	TRPC4 agonist: 56*	Dyrk1A ADPGlo: -4	Platelet DG rel: 9	KCNQ1 inh: i
COc1ccc(S(=O)(=O)NC(C)C(=O)NC2CC2)cc1C (centres undefined)
  KCNK9 block: i	PolyA inhibitor: i	TRPC4 potent: i	KCNQ1 pot: i	KCNK3 block: i	hERG protect: -4	TRPC4 inh: i	TRPC4 agonist: i	Dyrk1A ADPGlo: 2	Platelet DG rel: -2	KCNQ1 inh: i
COCCOc1ccc(C(F)(F)F)cc1NC(=O)c1ccccc1
  KCNK9 block: i	PolyA inhibitor: i	TRPC4 potent: i	KCNQ1 pot: i	KCNK3 block: i	hERG protect: -14	TRPC4 inh: i	TRPC4 agonist: i	Dyrk1A ADPGlo: -2	Platelet DG rel: -8	KCNQ1 inh: i
CCOC(=O)/C(C#N)=N/Nc1ccccc1C#N
  KCNK9 block: i	PolyA inhibitor: i	TRPC4 potent: i	KCNQ1 pot: i	KCNK3 block: i	hERG protect: -15	TRPC4 inh: i	TRPC4 agonist: i	Dyrk1A ADPGlo: 0	Platelet DG rel: -3	KCNQ1 inh: i

An excerpt, so the mix of outcomes need not match the whole.
